Compound activity as filed in PubChem BioAssay.
NCI-60 one-dose screen, 48 h, at 10 µM unless noted. Numbers give growth in % (100 = growth as untreated, 0 = no growth, -100 = all killed).
NCI-H322M = NCI-H322M lung cancer; AID 1794733; 80,000 tested, 2.7% active
UO-31 = UO-31 renal cancer; 81,000 tested, 5.2% active
CAKI-1 = CAKI-1 renal cancer; 75,000 tested, 4.7% active
RXF 393 = RXF 393 renal cancer cells | 77,000 tested, 6.9% active | AID 1794773
786-0 = 786-0 renal cancer cells; 81,000 tested, 5.1% active
NCI-H460 = NCI-H460 lung cancer | 82,000 tested, 6.8% active
TK-10 = TK-10 renal cancer cells; 81,000 tested, 3.9% active
NCI-H522 = NCI-H522 lung cancer; 78,000 tested, 8% active
ACHN = ACHN renal cancer; 81,000 tested, 4.9% active; AID 1794771
Numbers without * were called inactive. The calls were made as follows: active = growth percent below 10; inactive = the rest. This is a random part of the collection; overall some 11% were active at least once.

`CC(C)(C)c1cc(Cl)c(O)c(Cl)c1` gave NCI-H322M 94.6, UO-31 88.8, CAKI-1 96.6, RXF 393 116.9, 786-0 96.0, NCI-H460 104.9, TK-10 85.5, NCI-H522 62.3 and ACHN 94.9.
For COc1cc2c3c(c1OC)-c1ccccc1CC3OCC2 (stereo not drawn) the results were NCI-H322M 82.0, UO-31 60.4, CAKI-1 83.2, RXF 393 82.1, 786-0 100.7, NCI-H460 97.7, TK-10 121.2, NCI-H522 107.7 and ACHN 101.2.
O=C1Nc2ccc(F)cc2/C1=C/C(=O)c1cc2ccccc2oc1=O was read as NCI-H322M 103.8, UO-31 62.1, CAKI-1 88.8, RXF 393 83.4, 786-0 112.0, NCI-H460 104.3, TK-10 161.5, NCI-H522 -7.2* and ACHN 62.5.
Screening CN(C)Cc1cc(C(C)(C)C)cc(Br)c1O returned NCI-H322M 117.5, UO-31 98.0, CAKI-1 91.6, RXF 393 93.9, 786-0 100.9, NCI-H460 86.5, TK-10 100.2, NCI-H522 102.7 and ACHN 107.6.
O=C1C(=O)c2ccccc2C(O)=C1CCCc1ccc(Oc2ccccc2)cc1 was read as NCI-H322M 62.2, UO-31 43.5, CAKI-1 43.3, RXF 393 92.9, 786-0 37.5, NCI-H460 32.7, TK-10 90.7, NCI-H522 57.9 and ACHN 59.4.
COc1ccc(C(=O)c2cc(F)c(F)c(OC)c2F)c(OC(=O)C(Cl)Cl)c1OC(=O)C(Cl)Cl was read as NCI-H322M 90.2, UO-31 89.0, RXF 393 93.7, 786-0 104.5, NCI-H460 71.0, TK-10 85.0, NCI-H522 57.2 and ACHN 98.6.
O=C(Nc1cccc(Cl)c1)ON1CCCCC1 was read as NCI-H322M 109.8, UO-31 92.8, CAKI-1 99.1, RXF 393 112.1, 786-0 99.3, NCI-H460 104.7, TK-10 128.5, NCI-H522 110.6 and ACHN 97.2.
NC(=S)N/N=C/c1ccc[nH]1 was read as NCI-H322M 103.9, UO-31 91.5, CAKI-1 101.6, RXF 393 132.7, 786-0 105.8, NCI-H460 104.1, TK-10 87.4, NCI-H522 83.6 and ACHN 100.0.
For CCCC[P+](c1ccccc1)(c1ccccc1)c1ccccc1 the results were NCI-H322M 95.1, UO-31 86.9, RXF 393 102.1, 786-0 98.9, NCI-H460 53.4, TK-10 74.8, NCI-H522 39.6 and ACHN 84.9.
Screening C/C=C(/C)C(=O)O[C@H]1CC[N+]2([O-])CC=C(COC(=O)[C@@](O)([C@H](C)OC)C(C)(C)O)[C@H]12 (stereo partly drawn) returned NCI-H322M 112.8, UO-31 94.5, 786-0 97.5, NCI-H460 105.8, TK-10 115.4, NCI-H522 91.8 and ACHN 104.7.
For N#CC(C#N)N=Nc1ccccc1Cl the results were NCI-H322M 97.8, UO-31 97.7, CAKI-1 95.5, RXF 393 131.1, 786-0 98.7, NCI-H460 107.3, TK-10 102.0, NCI-H522 90.2 and ACHN 100.2.
For CCCCCCCCc1ccc(S(=O)(=O)Nc2cccc(-c3csc(NC(C)=O)n3)c2)cc1 the results were NCI-H322M 95.6, UO-31 78.2, CAKI-1 87.7, RXF 393 88.7, 786-0 90.4, NCI-H460 105.6, TK-10 97.1, NCI-H522 94.7 and ACHN 97.9.
For CC(O)C(NC(=O)C1CCCN1C(=O)CNC(=O)C1CC(=O)NCC(=O)NC(Cc2c[nH]c3ccccc23)C(=O)NC(Cc2ccc(O)cc2)C(=O)NCC(=O)NC(CO)C(=O)NC(CCC(N)=O)C(=O)NC(Cc2c[nH]c3ccccc23)C(=O)N1)C(=O)NCC(=O)NC(CCC(N)=O)C(=O)NC(CCCNC(=N)N)C(=O)NC(CC(=O)O)C(=O)O (stereo not drawn) the results were NCI-H322M 95.2, UO-31 83.3, CAKI-1 91.5, RXF 393 116.0, 786-0 107.7, NCI-H460 105.0, TK-10 116.4, NCI-H522 94.9 and ACHN 96.2.
`CCCCCCCCCCC(O)C(=O)O` (stereo not drawn) gave NCI-H322M 98.9, UO-31 61.5, CAKI-1 105.5, RXF 393 115.1, 786-0 94.5, NCI-H460 114.9, TK-10 109.6, NCI-H522 103.5 and ACHN 104.9.
`O=C(CCCCCCC(=O)Nc1ccc(C(=O)/C=C/c2cn(-c3ccccc3)nc2-c2ccccc2)cc1)NNc1ccccc1` gave NCI-H322M 77.8, UO-31 27.3, CAKI-1 42.6, RXF 393 120.8, 786-0 78.7, NCI-H460 71.0, TK-10 94.3, NCI-H522 46.0 and ACHN 62.5.
Screening CC1(C)CC[C@]2(C(=O)Nc3ccccc3)CC[C@]3(C)C(=CC[C@@H]4[C@@]5(C)CC[C@H](N)C(C)(C)[C@@H]5CC[C@]43C)[C@H]2C1 returned NCI-H322M 105.0, UO-31 71.5, CAKI-1 79.9, RXF 393 59.8, 786-0 65.3, NCI-H460 -30.2*, TK-10 106.7, NCI-H522 82.9 and ACHN 90.3.
`CCCCCCCCN(CCCCCCCC)C(=O)CCl` gave NCI-H322M 107.9, UO-31 73.3, CAKI-1 44.9, RXF 393 103.0, 786-0 80.6, NCI-H460 102.4, TK-10 107.8, NCI-H522 -50.5* and ACHN 100.3.
For O=C(Nc1ccccc1O)c1cccc(Nc2ccc(Cl)cc2)c1 the results were NCI-H322M 101.6, UO-31 48.4, CAKI-1 43.8, RXF 393 82.5, 786-0 91.3, NCI-H460 84.3, TK-10 145.8, NCI-H522 64.1 and ACHN 76.9.
Cc1ccc2nc(-c3c(-c4ccc(F)cc4)nc4sc(C)nn34)[nH]c2c1 was read as NCI-H322M 103.2, UO-31 85.1, CAKI-1 98.2, RXF 393 112.8, 786-0 99.6, NCI-H460 104.9, TK-10 110.6, NCI-H522 95.3 and ACHN 103.0.
`Cc1c(C(N)=O)sc2c1c(=O)n(Cc1ccccc1)c1nnc(-c3ccc(Br)cc3)n21` gave CAKI-1 1.3*, RXF 393 15.9, 786-0 -15.5*, NCI-H460 4.4*, TK-10 47.4, NCI-H522 47.9 and ACHN 10.1.
For CNC1=C([N+](=O)[O-])C(c2cccc(Br)c2)C(C#N)=C(c2cccs2)O1 (stereo not drawn) the results were NCI-H322M 98.3, UO-31 77.0, CAKI-1 89.3, RXF 393 114.6, 786-0 100.8, NCI-H460 102.3, TK-10 107.2, NCI-H522 89.6 and ACHN 101.6.
Cn1c2ccccc2c2c3[nH]c(=O)[nH]c(=O)c3c3c4ccccc4n(C)c3c21 was read as NCI-H322M 51.4, UO-31 11.8, CAKI-1 41.5, RXF 393 6.5*, NCI-H460 20.1, TK-10 36.4, NCI-H522 20.4 and ACHN 7.3*.
Screening C#CCCOC(=O)Nc1ccccc1 returned NCI-H322M 98.1, UO-31 87.8, CAKI-1 93.8, RXF 393 110.9, 786-0 94.7, NCI-H460 104.2, TK-10 94.8, NCI-H522 92.9 and ACHN 100.1.
For COc1ccc(S(=O)(=O)NCCNc2nccc(-n3cnc4ccccc43)n2)cc1 the results were NCI-H322M 92.6, UO-31 77.3, CAKI-1 79.6, RXF 393 94.6, 786-0 93.0, NCI-H460 106.1, TK-10 92.5, NCI-H522 84.4 and ACHN 97.1.
For C#C[C@]1(O)CC[C@H]2[C@@H]3CC=C4c5sc(Nc6ccc(C(=O)O)cc6)nc5CC[C@]4(C)[C@H]3CC[C@@]21C the results were NCI-H322M 97.8, UO-31 87.7, CAKI-1 81.5, RXF 393 51.5, 786-0 59.5, NCI-H460 101.4, TK-10 85.1, NCI-H522 88.7 and ACHN 95.7.
`COc1ccc(-c2cc3c(=N)n(NC(=O)c4cccnc4)cnc3o2)cc1` gave NCI-H322M 101.5, UO-31 91.6, CAKI-1 93.1, RXF 393 101.7, 786-0 97.8, NCI-H460 99.7, TK-10 92.3, NCI-H522 88.8 and ACHN 102.5.
Nc1cccnc1N was read as NCI-H322M 122.1, UO-31 98.2, CAKI-1 101.6, RXF 393 120.3, 786-0 118.5, NCI-H460 112.9, TK-10 99.0, NCI-H522 93.0 and ACHN 101.0.
For CCOC(=O)C(C(=O)OCC)C(c1ccc(Cl)cc1)c1ccccc1Cl (stereo not drawn) the results were NCI-H322M 94.1, UO-31 75.7, CAKI-1 107.3, RXF 393 129.8, 786-0 98.6, NCI-H460 105.0, TK-10 99.8, NCI-H522 106.5 and ACHN 104.4.
COc1cc2oc(-c3cccc(NC(=O)c4cc(NC(=O)[C@H](C)N)ccc4Cl)c3)cc(=O)c2c(OC)c1OC was read as NCI-H322M 103.8, UO-31 72.3, CAKI-1 85.3, RXF 393 84.8, 786-0 91.7, NCI-H460 99.8, TK-10 99.8, NCI-H522 94.9 and ACHN 91.3.
For COc1ccc(Cn2cc(C(=O)Nc3cccnc3Nc3ccc(Cl)cc3)nn2)cc1 the results were NCI-H322M 100.0, UO-31 66.9, CAKI-1 90.9, RXF 393 95.0, 786-0 89.5, NCI-H460 109.2, TK-10 98.5, NCI-H522 84.9 and ACHN 104.5.

Some of these compounds in order of count of non-hydrogen atoms, rising:
Nc1cccnc1N was read as NCI-H322M 122.1, UO-31 98.2, CAKI-1 101.6, RXF 393 120.3, 786-0 118.5, NCI-H460 112.9, TK-10 99.0, NCI-H522 93.0 and ACHN 101.0.
Screening C#CCCOC(=O)Nc1ccccc1 returned NCI-H322M 98.1, UO-31 87.8, CAKI-1 93.8, RXF 393 110.9, 786-0 94.7, NCI-H460 104.2, TK-10 94.8, NCI-H522 92.9 and ACHN 100.1.
For COc1ccc(Cn2cc(C(=O)Nc3cccnc3Nc3ccc(Cl)cc3)nn2)cc1 the results were NCI-H322M 100.0, UO-31 66.9, CAKI-1 90.9, RXF 393 95.0, 786-0 89.5, NCI-H460 109.2, TK-10 98.5, NCI-H522 84.9 and ACHN 104.5.
For C#C[C@]1(O)CC[C@H]2[C@@H]3CC=C4c5sc(Nc6ccc(C(=O)O)cc6)nc5CC[C@]4(C)[C@H]3CC[C@@]21C the results were NCI-H322M 97.8, UO-31 87.7, CAKI-1 81.5, RXF 393 51.5, 786-0 59.5, NCI-H460 101.4, TK-10 85.1, NCI-H522 88.7 and ACHN 95.7.

Additional compounds.
Screening Cc1c(COc2ccc(-c3nnc(-c4ccncc4)o3)cc2)c(C)c(COc2ccc(-c3nnc(-c4ccncc4)o3)cc2)c(C)c1COc1ccc(-c2nnc(-c3ccncc3)o2)cc1 returned NCI-H322M 100.2, UO-31 94.4, CAKI-1 98.8, RXF 393 116.1, 786-0 104.0, NCI-H460 104.4, TK-10 87.5, NCI-H522 91.6 and ACHN 115.3.
For O=c1c2cccc(F)c2sc2c(NCc3ccccc3)nc3ccccc3c12 the results were NCI-H322M 90.9, UO-31 64.9, CAKI-1 74.2, RXF 393 108.2, 786-0 98.5, NCI-H460 78.4, TK-10 111.1, NCI-H522 88.8 and ACHN 88.7.
For CCCC(C)(NC(=O)c1ccccc1)C(=O)O (stereo not drawn) the results were NCI-H322M 103.2, UO-31 99.9, CAKI-1 95.3, 786-0 96.2, NCI-H460 100.9, TK-10 100.4, NCI-H522 101.6 and ACHN 105.1.
`COc1cc(-c2nc(-c3ccc(-c4nc5ccc(Cl)cc5[nH]4)cc3)no2)cc(OC)c1OC` gave NCI-H322M 115.5, UO-31 89.0, CAKI-1 91.7, RXF 393 98.2, 786-0 98.6, NCI-H460 98.1, TK-10 120.4, NCI-H522 96.4 and ACHN 109.9.
Screening CCCCN1CC(=O)N(/N=C2\C(=O)Nc3ccccc32)C1=S returned NCI-H322M 79.5, UO-31 52.7, CAKI-1 56.0, RXF 393 76.1, 786-0 90.3, NCI-H460 84.2, TK-10 101.7, NCI-H522 79.6 and ACHN 75.2.
O=C1NC(=NCCCO)S/C1=C\c1cccs1 was read as NCI-H322M 110.6, UO-31 89.5, CAKI-1 97.2, RXF 393 111.1, 786-0 103.1, NCI-H460 102.5, TK-10 102.5, NCI-H522 100.2 and ACHN 104.2.
`CC(C)C/C(=N\NC(=O)c1ccncc1)c1cc(Cl)ccc1O` gave NCI-H322M 13.1, UO-31 10.9, CAKI-1 3.3*, RXF 393 40.2, 786-0 -1.2*, NCI-H460 8.4*, TK-10 15.4 and ACHN 13.3.
`CC(=O)N1C(=S)NC(=O)C1Cn1c(-c2ccccc2)nc2ccccc21` (stereo not drawn) gave NCI-H322M 96.8, UO-31 80.8, CAKI-1 90.4, RXF 393 96.5, 786-0 102.4, NCI-H460 105.4, TK-10 121.3, NCI-H522 86.9 and ACHN 100.5.
COc1cccc2c(=O)c(C(=O)O)c[nH]c12 was read as NCI-H322M 92.5, UO-31 75.4, CAKI-1 84.7, RXF 393 117.5, 786-0 101.2, NCI-H460 109.5, TK-10 121.8, NCI-H522 99.2 and ACHN 98.3.

Quoted at random: 3 records from the list.
COc1cc2oc(-c3cccc(NC(=O)c4cc(NC(=O)[C@H](C)N)ccc4Cl)c3)cc(=O)c2c(OC)c1OC was read as NCI-H322M 103.8, UO-31 72.3, CAKI-1 85.3, RXF 393 84.8, 786-0 91.7, NCI-H460 99.8, TK-10 99.8, NCI-H522 94.9 and ACHN 91.3.
For COc1ccc(S(=O)(=O)NCCNc2nccc(-n3cnc4ccccc43)n2)cc1 the results were NCI-H322M 92.6, UO-31 77.3, CAKI-1 79.6, RXF 393 94.6, 786-0 93.0, NCI-H460 106.1, TK-10 92.5, NCI-H522 84.4 and ACHN 97.1.
O=C1NC(=NCCCO)S/C1=C\c1cccs1 was read as NCI-H322M 110.6, UO-31 89.5, CAKI-1 97.2, RXF 393 111.1, 786-0 103.1, NCI-H460 102.5, TK-10 102.5, NCI-H522 100.2 and ACHN 104.2.
